Bioassay records from PubChem BioAssay.
FAS-TE inh: FAS thioesterase domain inhibitors, primary screen, biochemical, fluorescence intensity, uHTS; hit rate 0.67% among 360,000; inhibition, % at 15 µM; recombinant FAS-TE, OMFH fluorogenic substrate, fluorescence endpoint; Fatty acid synthase (Homo sapiens), P49327;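 active = compounds whose normalised, plate-corrected inhibition of enzyme fluorescence in the single-dose primary screen is 50% or more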;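 also: 0% = DMSO with enzyme and 100% = substrate without enzyme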
E coli Lon inh: inhibitors of E. coli Lon protease, primary screen, biochemical, fluorescence polarization; P0A9M0; purified E. coli Lon protease; inhibition, % at 7.94 µM; hit rate 0.42% among 360,000; AID 602123, 2011; in the data active = inhibition above about 13%, passing the limit was not always enough;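 also: 0% = enzyme with probe and DMSO and 100% = no enzyme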
bovine MsrA act: bovine MsrA enzyme activators, primary screen, biochemical, absorbance, HTS | Methionine sulfoxide reductase A (Bos taurus) | activation, % at 10.6 µM | purified bovine MsrA, absorbance read-out | AID 602163, 2012 | hit rate 0.3% among 360,000; in the data active = activation above about 7.5%;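 also: 0% = vehicle and 100% = reference activator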
Neddylation inh: inhibitors of cullin neddylation, primary screen, biochemical, TR-FRET, uHTS, NAE and Ubc12; NEDD8-conjugating enzyme Ubc12 (Homo sapiens) + NEDD8-activating enzyme E1 regulatory …; calls only at 25 µM; hit rate 0.58% among 360,000; AID 651699, 2012; in the data active = inhibition above about 36%
MT1-MMP act inh: blockers of MT1-MMP proenzyme processing, primary screen, HT1080 RFP-PRO-GFP cells, GFP/RFP fluorescence; Matrix metalloproteinase-14 (Homo sapiens), P50281; GFP/RFP ratio fluorescence, overnight; percent of plate control window, DMSO zero; GFP/RFP ratio change, % at 20 µM; hit rate 0.061% among 360,000; AID 651647, 2012;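 active = GFP/RFP ratio change of at least 30% with cell ATP level not reduced by more than half and red fluorescence within 50% of control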; also: strong numbers were not always called active
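Assay system: HT1080 RFP-PRO-GFP cells | Dosing: 20 µM single dose, 1% DMSO | Incubation: Cells overnight before dosing, compound overnight, 37 °C, 5% CO2 | Evaluation: GFP/RFP fluorescence ratio | Control set: DMSO-only wells and HT1080 RFP-L50D-GFP cell wells as references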
NRP1-CendR mod: modulators of CendR peptide binding to NRP-1, primary screen, biochemical, fluorescence polarization, uHTS; AID 602438, 2012; inhibition, % at 25 µM; hit rate 0.85% among 360,000; Neuropilin-1 (Homo sapiens), O14786; FAM-RPARPAR peptide binding to NRP-1;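 active = inhibition or corrected inhibition above about 18%, plus a signal ratio from 0.5 to 1.5, limit read from the data, passing the limit was not always enough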; also: strong numbers were not always called active
SKN-1 inh: suppressors of acrylamide-induced Pgst-4::GFP reporter in worms, primary screen, SKN-1 inhibitor project, whole organism, uHTS, GFP/RFP fluorescence ratio, strain VP596 | AID 624304, 2012 | inhibition, % at 21.8 µM | C. elegans VP596 Pgst-4::GFP/RFP ratio, 24 h | hit rate 0.49% among 360,000;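 active = interference check ratio from 0.5 to 1.5 plus GFP to RFP signal ratio inhibition reaching or exceeding a fixed threshold, cut at about 30% in these data, passing the limit was not always enough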; also: some compounds called inactive have numbers as strong as hits
MLLE-PAM2 inh: inhibitors of PABP1 MLLE–PAM2 peptide binding, primary screen, biochemical, fluorescence polarization, FITC-PAM2, GST-MLLE. inhibition, % at 20 µM. hit rate 0.36% among 360,000; in the data active = inhibition above about 35%, passing the limit was not always enough;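 also: plate controls were DMSO wells with GST-MLLE for no effect and wells lacking GST-MLLE protein for full effect; some results filed as inactive read as strong as hits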
Target sequence (P11940 whole entry, looked up): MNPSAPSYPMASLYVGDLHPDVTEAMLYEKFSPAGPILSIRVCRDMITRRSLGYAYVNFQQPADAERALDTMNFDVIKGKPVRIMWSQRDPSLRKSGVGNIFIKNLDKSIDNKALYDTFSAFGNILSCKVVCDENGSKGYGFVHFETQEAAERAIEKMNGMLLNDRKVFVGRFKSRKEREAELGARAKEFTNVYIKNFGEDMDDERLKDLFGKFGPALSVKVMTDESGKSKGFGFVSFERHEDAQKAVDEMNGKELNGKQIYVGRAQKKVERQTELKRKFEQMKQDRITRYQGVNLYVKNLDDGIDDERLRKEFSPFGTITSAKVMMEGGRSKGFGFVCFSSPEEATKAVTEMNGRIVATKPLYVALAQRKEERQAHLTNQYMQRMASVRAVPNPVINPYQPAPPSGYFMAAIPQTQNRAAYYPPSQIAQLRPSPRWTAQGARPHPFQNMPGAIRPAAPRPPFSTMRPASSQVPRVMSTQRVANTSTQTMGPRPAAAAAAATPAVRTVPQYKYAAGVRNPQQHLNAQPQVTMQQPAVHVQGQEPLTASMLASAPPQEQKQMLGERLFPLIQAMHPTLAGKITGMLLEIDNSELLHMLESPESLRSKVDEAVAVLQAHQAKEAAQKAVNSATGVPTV
Rin1 Abl inh: inhibitors of Rin1-Abl protein binding, primary screen, biochemical, TR-FRET; AID 588664, 2011; hit rate 0.4% among 360,000; Tyrosine-protein kinase ABL1 (Homo sapiens) + Ras and Rab interactor 1 (Homo sapiens), …; inhibition, % at 7.35 µM; in the data active = inhibition above about 5%, passing the limit was not always enough
* marks the source's active call; other numbers are inactive results; i = inactive; / = not tested or not shown.

Below each compound – MT1-MMP act inh | SKN-1 inh | MLLE-PAM2 inh | bovine MsrA act | Rin1 Abl inh | Neddylation inh | E coli Lon inh | FAS-TE inh | NRP1-CendR mod
CCOC(=O)COc1cccc2c(=O)n(CC(=O)N3CCc4ccccc43)ccc12
 : 1 | 2 | 9 | -6 | 1 | i | 0 | -9 | 0
O=S(=O)(NCc1ccccn1)c1ccc(Br)s1
 : 2 | -27 | -7 | 2 | -2 | i | -6 | -4 | -3
CN(C)/C=N/c1nc2nccc(-c3cccnc3)n2n1
 : 1 | 1 | 7 | -3 | 3 | / | -7 | -4 | 4
O=C(c1cccc(OC2CCN(Cc3ccc(F)cc3)CC2)c1)N1CCCC1
 : 0 | 0 | 4 | -2 | 3 | i | 5 | -5 | 6
O=C(NCC1CCCO1)/C(=C\c1ccccc1)NC(=O)c1ccccc1 (configuration not stated)
 : 0 | 9 | 2 | -4 | -4 | i | -12 | -4 | 7
CC(=O)N1c2ccccc2S(=O)(=O)c2c1ccc1ccccc21
 : -2 | -8 | 12 | -3 | 0 | i | -6 | 25 | 15
COc1cccc(C2C(C#N)=C(N)N(N(C)C)C3=C2C(=O)CC(C)(C)C3)c1 (configuration not stated)
 : 3 | 14 | 6 | -1 | -2 | i | -10 | 1 | -20
CCOC(=O)C1CCN(S(=O)(=O)c2ccc(-c3cc(C(F)(F)F)n(C)n3)s2)CC1
 : -6 | -7 | -5 | -3 | 0 | i | 7 | 34 | 18
Cc1c(NC(=O)/C=C/c2ccc(S(=O)(=O)N3CCOCC3)cc2)c(=O)n(-c2ccccc2)n1C
 : -1 | -3 | 3 | 1 | -3 | i | -3 | -2 | 8
Cc1c(C(c2ccc(Br)cc2)c2c(C)n(C)n(-c3ccccc3)c2=O)c(=O)n(-c2ccccc2)n1C
 : -1 | 2 | 10 | -1 | -2 | i | 1 | 0 | 3
Nc1c(N(Cc2ccccc2)C(=O)COc2ccc(F)cc2Cl)c(=O)[nH]c(=O)n1Cc1ccccc1
 : 0 | 0 | -20 | -1 | 2 | i | -3 | -6 | -12
COC1CCCCC1Nc1cccc(SC)c1 (configuration not stated)
 : -2 | 12 | 18 | -1 | -4 | i | 0 | 4 | 2
CS(=O)(=O)c1ccc2nc(NC(=O)c3ccccc3Br)sc2c1
 : -3 | -4 | 6 | -7 | -2 | i | -2 | -2 | -14
O=C1Cc2cc(S(=O)(=O)Nc3cccc(F)c3)ccc2N1
 : -5 | 6 | 1 | 2 | 2 | i | -10 | -5 | 10
O=C(O/N=C(/c1ccccc1)c1ccncc1)c1cccc(F)c1
 : 1 | 11 | -2 | -4 | 2 | i | -1 | 0 | -2
O=C(c1ccco1)N(Cc1cccnc1)C(c1ccccc1)c1nc2ccccc2[nH]1 (configuration not stated)
 : -1 | -4 | -7 | -1 | 0 | i | -6 | -18 | 0
O=C1COc2ccc(C(=O)COC(=O)CCOc3ccccc3)cc2N1
 : -1 | -18 | -7 | -6 | 4 | i | -6 | 13 | 3
Cc1ccc(C)c(NC(=S)NCC(c2ccccc2)N(C)C)c1 (configuration not stated)
 : 4 | 2 | -7 | 0 | -2 | i | 5 | -5 | 2
CCc1cccc(N(C(=O)c2csnn2)C(C(=O)NC2CCCCC2)c2cccnc2)c1 (configuration not stated)
 : 0 | -11 | 12 | -2 | 3 | i | -6 | -2 | 12
C/C(=N\NC(=O)c1nn(C)c(C)c1Br)c1cccc(NC(=O)c2ccoc2C)c1
 : 5 | 2 | 9 | -2 | -3 | i | 7 | -10 | -6

Three of the entries above in order of their number in MLLE-PAM2 inh, descending:
Molecule,MT1-MMP act inh,SKN-1 inh,MLLE-PAM2 inh,bovine MsrA act,Rin1 Abl inh,Neddylation inh,E coli Lon inh,NRP1-CendR mod
COC1CCCCC1Nc1cccc(SC)c1 (configuration not stated),-2,12,18,-1,-4,i,0,2
CS(=O)(=O)c1ccc2nc(NC(=O)c3ccccc3Br)sc2c1,-3,-4,6,-7,-2,i,-2,-14
Cc1ccc(C)c(NC(=S)NCC(c2ccccc2)N(C)C)c1 (configuration not stated),4,2,-7,0,-2,i,5,2

Continuation:
Below each compound – MT1-MMP act inh | SKN-1 inh | MLLE-PAM2 inh | bovine MsrA act | Rin1 Abl inh | Neddylation inh | E coli Lon inh | FAS-TE inh | NRP1-CendR mod
COc1cc2cncc(Cc3ccc(Cl)cc3)c2cc1OC
 : -15 | -4 | 8 | -4 | 1 | i | -5 | 25 | 1
O=C(OCc1ccccc1)c1ccccc1
 : 6 | 10 | 8 | -1 | 1 | i | -9 | 9 | -2
O=C(CSc1nncs1)Nc1cc(-c2ccccc2)nn1-c1ccccc1
 : -1 | -4 | -12 | -2 | 0 | i | 5 | -1 | -19
O=C(COc1cccc2ccccc12)N/N=C/c1ccco1
 : 2 | 12 | 7 | -6 | -2 | i | -2 | 0 | 2
Cc1nc(-c2cccc(NC(=O)c3cccc(S(=O)(=O)N4CCCC4)c3)c2)cs1
 : 18 | 7 | -62 | -1 | 0 | i | -6 | 22 | 1
CCOC(=O)c1[nH]cnc1C(=O)Nc1ccncc1
 : 6 | -7 | -2 | -3 | 3 | i | -4 | -5 | -1
Cc1c(NC(=O)Nc2cccc(C(F)(F)F)c2)c(=O)n(-c2ccccc2)n1C
 : 1 | 14 | -1 | -4 | 0 | i | 8 | 6 | 13
C/C(=N\NC(=S)NC1CCCCC1)c1cccc(C(F)(F)F)c1
 : 5 | 2 | 15 | -7 | -2 | i | -3 | 17 | 8
Cc1ccc(S(=O)(=O)N2CCN(c3cnn(-c4ccccc4)c(=O)c3Cl)CC2)cc1
 : -1 | 19 | -1 | -2 | -4 | i | -3 | -12 | -3
COC(=O)Cc1ccc(NC(=S)N2CCN(C(=O)C3CCCO3)CC2)cc1 (configuration not stated)
 : 0 | 12 | 6 | -4 | 0 | i | -11 | -5 | 16
CCCN1CN(Cc2ccccc2)CC2=C1CC(C)(C)CC2=O
 : -2 | -24 | 7 | -6 | 2 | i | 3 | -4 | 2
O=C(N/N=C/c1cn(-c2cccs2)nc1-c1ccccc1)c1ccccc1Cl
 : -1 | -4 | 20 | -6 | 0 | i | -14 | 36 | -2
Cc1ccc(NC(=O)COC(=O)CN2C(=O)C3CCCCC3C2=O)cc1C (configuration not stated)
 : 3 | 1 | 15 | -2 | 1 | i | 9 | -3 | 13
CCOC(=O)C(NC(=O)N(C)C)(Nc1sc(C)c(CC)c1C#N)C(F)(F)F (configuration not stated)
 : 8 | 8 | 15 | 0 | -3 | i | 6 | -6 | 5
CC1=CC(C)(C)n2c(O)c(N=NC(N)=S)c3cc(C)cc1c32
 : -5 | -7 | -43 | -5 | 3 | i | 0 | -6 | -5
COC(=O)CNC(=O)CNC(=O)Nc1ccccc1Cl
 : 3 | 4 | -11 | -2 | 0 | i | -11 | -6 | -7
Cc1ccc(S(=O)(=O)N2CCCCC2)cc1C(=O)NCc1ccncc1
 : 8 | 9 | -3 | -1 | 2 | i | 0 | -8 | 7
Cc1cc(C)c(C(=O)CSc2n[nH]c(-c3ccncc3)n2)c(C)c1
 : 2 | -8 | -2 | -3 | 0 | i | -1 | -13 | -11
COc1cc(CNCCCN2CCOCC2)ccc1OCC(=O)Nc1cccc(C(F)(F)F)c1
 : 9 | 9 | -2 | -2 | -4 | i | 1 | -7 | -19
O=NN(CCc1ccncc1)c1ccc(OCc2ccccc2)cc1
 : -10 | 2 | 3 | -1 | -2 | i | -7 | 18 | -15
O=C(O)c1ccc(N/N=C/c2ccc(-c3ccccc3Cl)o2)cc1
 : -1 | 14 | -12 | -3 | 1 | / | 1 | 48 | -8
COc1ccccc1CCC(=O)NNC(=O)c1ccc(Br)cc1
 : 4 | 1 | -10 | -1 | 1 | i | 6 | -3 | 10
C=CCOc1ccc(C(=O)N(Cc2ccc(N(C)C)cc2)C2CCS(=O)(=O)C2)cc1 (configuration not stated)
 : -4 | -25 | -3 | -2 | -4 | i | 5 | -1 | -3
COc1ccc(C)cc1S(=O)(=O)N(CC(=O)Nc1cccc([N+](=O)[O-])c1)c1ccc(C)cc1
 : 0 | 14 | -9 | -5 | -4 | i | -10 | 49 | 0
Cc1ccc(-c2nc(CC(=O)Nc3cccc(S(=O)(=O)NC4=NCCC4)c3)cs2)cc1
 : 5 | 16 | -35 | 1 | 3 | i | -13 | 6 | -6
O=C(COC(=O)c1ccc([N+](=O)[O-])o1)Nc1ncc(Cl)cc1Cl
 : -5 | 12 | -6 | 2 | 1 | i | 3 | -5 | -21
CC(C)N(C(=S)Nc1ccc(S(=O)(=O)N2CCOCC2)cc1)c1ccccc1
 : 1 | 5 | 11 | -2 | -1 | i | -1 | 1 | -6
CC(C)S(=O)(=O)c1csc(NC(=O)Nc2cccc([N+](=O)[O-])c2)c1Cl
 : 3 | -6 | 4 | -4 | -2 | i | 22* | 25 | 3
COc1ccc(NC(=S)N2CCCC2)c(OC)c1
 : -1 | -10 | -74 | -6 | 2 | i | -2 | -6 | -6
COC(=O)c1ccc(-c2nc(-c3ccc(Br)o3)no2)cc1
 : 0 | 3 | -13 | 4 | 1 | i | -9 | -2 | 4
CC(Cc1cccs1)NC(=O)Nc1ccc([N+](=O)[O-])cc1 (configuration not stated)
 : -1 | 3 | -3 | -8 | 4 | i | 0 | 11 | 4
Cc1cc(NC(=O)C2CC=CCC2C(=O)O)no1 (configuration not stated)
 : -3 | -17 | 1 | 2 | 5 | i | 5 | -3 | 4
Cc1ccc(S(=O)(=O)Nc2cc(C(=O)NCCN(C)C)ccc2N2CCCCC2)cc1
 : 1 | 8 | 3 | 0 | 5 | i | 4 | -4 | -8
O=C(N/C(=C\c1ccco1)C(=O)N1CCOCC1)c1ccc([N+](=O)[O-])cc1
 : -2 | 3 | 6 | -6 | -1 | i | 14 | 17 | 10
O=C(CSc1nc2ccccc2s1)Nc1ccc(Cl)c(S(=O)(=O)N2CCOCC2)c1
 : -4 | 13 | 11 | -4 | 1 | i | -6 | 27 | 3
COc1ccc(-c2c(C)oc3c(CN4CCOCC4)c(O)ccc3c2=O)cc1OC
 : -2 | 4 | -7 | -12 | 1 | / | 4 | -6 | -2
O=C(O)CCC(=O)N1N=C(c2ccco2)CC1c1cccs1 (configuration not stated)
 : 0 | 0 | 13 | -6 | -2 | i | -6 | -7 | -18
CCCCCc1cc(OC)cc2c1C(=O)OC(C)(C)O2
 : 0 | 6 | 4 | 2 | -2 | i | 4 | 20 | 5
Cn1cc(C(=O)N/N=C/C2=C(N3CCOCC3)C(=C\c3ccccc3)/CC2)ccc1=O
 : 3 | 10 | -3 | -4 | 2 | i | -62 | -4 | -37
COc1ccc(OCC(=O)NNC(=O)c2nn(C)c(=O)c3ccccc23)cc1
 : 2 | -5 | 8 | 0 | 1 | i | 3 | -14 | 2

Two records picked at random from the list so far:
Below each compound – MT1-MMP act inh | SKN-1 inh | MLLE-PAM2 inh | bovine MsrA act | Rin1 Abl inh | Neddylation inh | E coli Lon inh | FAS-TE inh | NRP1-CendR mod
COc1ccc(C)cc1S(=O)(=O)N(CC(=O)Nc1cccc([N+](=O)[O-])c1)c1ccc(C)cc1
 : 0 | 14 | -9 | -5 | -4 | i | -10 | 49 | 0
CC(C)S(=O)(=O)c1csc(NC(=O)Nc2cccc([N+](=O)[O-])c2)c1Cl
 : 3 | -6 | 4 | -4 | -2 | i | 22* | 25 | 3
